# ARNT-TACC3 inh – ARNT/TACC3 interaction disruption | AlphaScreen His-ARNT PAS-B/GST-TACC3 binding, luminescence; TACC3 fragment carries E629A point mutation | inhibition, % at 9.99 µM | actives 0.66% (n = 390,000) | AID 623870;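 active means mean inhibition of replicates at least 50% and at least half of replicates each reaching 50%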;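 further: 0% = complete ARNT plus TACC3 wells and 100% = ARNT alone without TACC3; many hits fall short of the cut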
# esBAF inh – inhibitors of esBAF chromatin remodeling in mouse ES cells; Bmi1-luciferase knock-in reporter, 24 h; 100% = twice the neutral-well signal; reporter increase, % at 12.5 µM; actives 2% (n = 350,000); in the data active means activation above about 40%;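 further: 0% = median of the plate's neutral control wells and 100% = double that signal; a rise in the Bmi1 reporter signal indicates esBAF inhibition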
# RAD54 inh – blocks human RAD54 Holliday junction branch migration. Q92698. FAM/BHQ fluorescence. inhibition, % at 10.4 µM. actives 0.14% (n = 360,000);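 active means mean normalized replicate activity at least 40 and at least half of replicates scoring 40 or more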;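 further: 0% = median of neutral control wells and 100% = median of positive control wells; inhibitors cause a drop in the FAM fluorescence signal; in these data hits start at about 50%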
# Target sequence (Q92698 whole entry, looked up): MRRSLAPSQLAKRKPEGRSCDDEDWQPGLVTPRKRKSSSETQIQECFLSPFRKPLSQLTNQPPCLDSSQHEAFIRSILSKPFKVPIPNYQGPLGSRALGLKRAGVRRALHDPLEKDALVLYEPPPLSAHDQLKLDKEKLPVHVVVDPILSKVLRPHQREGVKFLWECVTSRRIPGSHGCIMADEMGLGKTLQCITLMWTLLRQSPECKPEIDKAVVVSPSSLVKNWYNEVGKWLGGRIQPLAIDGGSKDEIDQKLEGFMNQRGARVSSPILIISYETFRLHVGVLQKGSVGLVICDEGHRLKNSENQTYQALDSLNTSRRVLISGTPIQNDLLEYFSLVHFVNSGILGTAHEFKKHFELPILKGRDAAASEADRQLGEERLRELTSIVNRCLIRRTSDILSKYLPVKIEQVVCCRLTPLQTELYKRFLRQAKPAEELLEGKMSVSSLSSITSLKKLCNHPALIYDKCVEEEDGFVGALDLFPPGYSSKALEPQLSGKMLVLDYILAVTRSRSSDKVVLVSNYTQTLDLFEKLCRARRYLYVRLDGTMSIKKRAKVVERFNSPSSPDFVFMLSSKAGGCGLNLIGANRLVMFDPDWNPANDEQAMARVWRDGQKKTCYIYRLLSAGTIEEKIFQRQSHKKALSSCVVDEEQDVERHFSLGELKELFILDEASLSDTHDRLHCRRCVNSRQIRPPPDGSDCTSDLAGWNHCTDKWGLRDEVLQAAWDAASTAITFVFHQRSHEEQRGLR
# Starred values were filed as active, the others as inactive.
molecule	ARNT-TACC3 inh	esBAF inh	RAD54 inh
COCCNc1nnc(SCC(=O)N2CCN(S(=O)(=O)c3ccccc3)CC2)s1	-2	1	11
CC(=O)Nc1ccc2ccccc2c1	-10	25	-3
O=C(Nc1cc(C(F)(F)F)ccc1N1CCOCC1)c1cccc(F)c1	-2	-11	-14
COCCn1c(SCc2cccnc2)nnc1-c1ccco1	-1	1	-21
COc1ccc(NC(=O)c2csc(Cc3ccccc3)n2)cc1	-7	25	-6
Clc1ccc(CNc2nnnn2-c2ccccc2)c(Cl)c1	-39	0	0
Cn1c(COc2ccc3ccccc3c2)nnc1SCC(N)=O	-4	-1	2
c1ccc(N2CCCCC2)c(NC2=NCCC2)c1	-3	5	-1
O=C1C2C3C=CC([C@@H]2C(=O)N1C1CCCCC1)[C@H]1C(=O)N(C2CCCCC2)C(=O)C31 (stereo partly specified)	-9	-13	-4
CCCS(=O)(=O)N1CCCC(C(=O)NCCN(CC)CC)C1 (stereo unspecified)	-9	5	-9
O=C(Nc1cccc(Cl)c1)c1ccncc1	-2	3	9
Cc1ccoc1C(=O)NCc1occc1C(=O)O	-5	-14	4
O=S(=O)(NCC(c1ccccc1)N1CCNCC1)c1ccc(Cl)cc1 (stereo unspecified)	6	-87	5
CCCCN(CC)S(=O)(=O)c1ccc(C(=O)Nc2nnc(COC)o2)cc1	29	-9	6
Cc1ccnc(NC(=O)c2cc(-n3cnnc3)ccc2Cl)c1	22	7	10
CCOc1ccc(N2C(=O)CC(SC(=NC)Nc3ccc4c(c3)OCO4)C2=O)cc1 (stereo unspecified)	-4	-3	4
CCOc1ccccc1Oc1coc2cc(OC)ccc2c1=O	-3	9	-4
CCOC(=O)N1CCN(c2cc(=O)n(-c3ccc(OC)cc3)c(=O)[nH]2)CC1	0	-6	2
Cc1ccc2[nH]c(CCN(C)C)c(CC#N)c2c1	-1	-7	6
COC(=O)C1=C(C)OC(N)=C(C#N)C1c1cc(C)sc1C (stereo unspecified)	3	-5	-3
COc1ccccc1S(=O)(=O)Cc1ccc(C(=O)NC(C)c2ccc3c(c2)OCCO3)o1 (stereo unspecified)	5	-3	2
CCn1c(SCC(=O)Nc2ccc3c(c2)OCO3)nnc1-c1cnccn1	0	-11	-1
C#CC1(O)CC(C)N(C)C(C)C1 (stereo unspecified)	-4	-1	-4
Fc1ccc(Cl)cc1/C=N/n1cnnc1SCc1ccccc1	-15	-6	-7
c1cc2c(cc1Cn1cnnn1)OCO2	-4	0	-6

# Additional records follow.
molecule	ARNT-TACC3 inh	esBAF inh	RAD54 inh
N#Cc1cc(Oc2cccnc2)c(Oc2cccnc2)cc1C#N	-1	-8	8
O=C(NCCCN1CCOCC1)c1c(O)c2ccccc2[nH]c1=O	1	15	19
CCOc1ncccc1C(=O)OCC(=O)NCCc1ccc(OC)cc1	-5	-5	16
COC(=O)c1cc(=O)n2c(-c3ccc(OC)cc3)csc2n1	1	-7	-1
CS(=O)(=O)N1CCC(C(=O)Nc2ccccc2)CC1	6	-5	9
CCCCc1c(O)nc(N2CCN(Cc3ccccc3)CC2)[nH]c1=O	6	7	8
COc1ccc(OC)c(NC(=O)c2nnn(CC(=O)Nc3ccc4c(c3)OCO4)c2N)c1	-2	-11	0
N#Cc1ccc(CSc2nnc(NC(=O)C3CCCO3)s2)cc1 (stereo unspecified)	0	4	4
CCOc1ccc2nc(-c3ccccc3)nc(SCC(=O)Nc3ncc(C)s3)c2c1	-2	-4	-6
Cc1oc2c(c1C(=O)NCCO)CCCC2	-21	-8	-7
COC(=O)c1ccc(NC(=O)C(C)N2C(=O)c3ccccc3C2=O)cc1 (stereo unspecified)	0	0	4
O=C1CCCc2c1nc(-c1ccco1)n2O	16	-7	-4
Cc1nc2cc(S(=O)(=O)N3CCC(C(=O)O)CC3)ccc2n1C1CCCC1	-16	-5	-1
c1ccc(Oc2ncnc3oc(-c4ccccc4)cc23)cc1	-3	8	8
Cc1ccc(C(=O)COC(=O)CNC(=O)C(c2ccccc2)c2ccccc2)cc1[N+](=O)[O-]	-4	0	0
CCCNC(=O)Nc1ccccc1C(=O)Nc1ccc(OC)cc1	-18	17	6
COc1ccc(Oc2ccccc2/C=C/C(=O)O)cc1	-5	-3	-22
COC(=O)[C@@H](NC(=O)NCc1cccs1)C(C)C	-4	1	1
CN(C)CCNC(=O)COc1cccc(Cl)c1	0	2	-3
O=[N+]([O-])c1cccc(-c2nc(-c3ccncc3)no2)c1	-2	35	-11
O=C(c1ccc2c(=O)n(C3CCCC3)c(=S)[nH]c2c1)N1CCN(C2CCCCC2)CC1	-2	-10	3
O=C(CSC1=NCCN1)NC1CCCCCC1	-9	10	-5
COc1ccc(C(=O)n2nc(C)cc2Nc2ccccc2)cc1	-25	55*	-4
S=C(NCCSCc1c(Cl)cccc1Cl)Nc1ccccc1	0	10	-3
O=C(CCN1C(=O)c2ccccc2C1=O)Nc1ccccc1C(=O)N1CCOCC1	-3	-5	6

# Other results
molecule	ARNT-TACC3 inh	esBAF inh	RAD54 inh
Cc1nc(SC2CC(=O)N(c3ccc([N+](=O)[O-])cc3)C2=O)nc2c1CCCC2 (stereo unspecified)	-10	-8	-6
CC12CCC(=O)N1C(C(=O)O)Cc1c2[nH]c2ccccc12 (stereo unspecified)	0	-4	9
O=C(NCc1ccco1)c1cc2cc3ccc(Cl)cc3nc2o1	-17	9	-7
CCN(CC)S(=O)(=O)c1cccc(C(=O)OCC(=O)c2ccc3c(c2)NC(=O)CO3)c1	-71	1	0
O=C(Nc1ccc(-c2nc3ncccc3o2)cc1)c1ccc(Br)o1	-5	36	3
CCn1c(O)c(C=NC2CCCC2)sc1=S	0	45*	-10
COc1ccc(S(=O)(=O)NCCC(C)C)cc1OC	0	-8	-6
COC(=O)CC(N)c1ccc(OC)c2ccccc12 (stereo unspecified)	-6	1	3
Cc1[nH]n2c(=O)c(C#N)c(-c3ccccc3)nc2c1-c1ccccc1	-5	-1	0
CCOc1ccc(C(=O)CCc2nc3ccccc3s2)cc1	0	5	3
Cc1onc(-c2ccccc2Cl)c1C(=O)Nc1nc2c(s1)CCCC2	-15	35	-14
Cc1sc2nc(C3CC3)nc(SCC(=O)N3CCc4ccccc4C3)c2c1C	6	-9	1
COn1c(SCC(N)=O)nc2ccccc2c1=O	-4	5	2
O=C1CSC(=Nc2ccc(O)cc2)N1c1ccc(O)cc1	1	5	0
CC1(C)OC(=O)N(c2ccccn2)C1(C)O (stereo unspecified)	1	-5	5
Cc1cccc(NC(=O)c2sc(NC(=O)c3ccco3)c(C#N)c2C)c1C	2	2	-1
COc1ccc(C2/C=C\CN(C(=O)C3CC3)[C@H](Cc3ccccc3)C(=O)N2Cc2ccc(F)cc2)cc1 (stereo partly specified)	-6	20	-4
CCn1c(SCc2ccccc2)nnc1-c1ccc(S(=O)(=O)N2CCCCC2)cc1	-1	-15	8
CN(C)/C=C(\C=N\OCc1ccc(Cl)cc1Cl)C(=O)Nc1ccc(Cl)c(Cl)c1	-6	2	2
CCOC(=O)c1c(N)nn(C(C)=O)c1-c1ccccc1	-2	2	-8
Cc1cc(=O)oc2c(CN(C)Cc3ccccc3)c(O)ccc12	-4	-5	6
Cc1ccc2nc(N/N=C\c3ccc([N+](=O)[O-])o3)nc(-c3ccccc3)c2c1	18	-4	0
N#Cc1c2c(c[nH]c1=O)CCN2Cc1ccccc1	-4	-2	-8
COc1ccc(OC)c(NC(=O)COC(=O)c2ccc(S(=O)(=O)N3CCOCC3)cc2)c1	-3	1	-2
OCCNc1ncnc2c1ncn2Cc1ccccc1	-7	-8	-6

# Next part:
molecule	ARNT-TACC3 inh	esBAF inh	RAD54 inh
Cc1ccc(C(=O)NC(=S)Nc2ccccc2C(F)(F)F)c(C)c1	37	0	1
COC(=O)Cc1cc(OC)c(OC)cc1Cc1cc(OC)c(OC)cc1CC(=O)OC	-2	2	0
Cc1cc(C)c(NC(=O)CCCN2CCN(C)CC2)c(C)c1	-1	-4	-3
Cc1nc(-c2ccccc2)sc1C(=O)/C=C/c1ccc(Cl)cc1	-5	-5	0
CCOC(=O)c1cc(C(O)(C(F)(F)F)C(F)(F)F)c(/N=C/N(C)C)o1	-3	-2	-2
CCN(Cc1cc2ccccc2[nH]c1=O)C(=O)C(C)C	-13	-9	-7
O=C(COC(=O)CCS(=O)(=O)c1ccc(Cl)cc1)Nc1ncc(Cl)cc1Cl	11	-9	-6
COc1c(C)cc(S(=O)(=O)N2CCCC2)c(C)c1C	-4	-2	-5
CSc1ccc(Cl)c(C(=O)OCC(=O)N2CCOCC2)c1	1	0	-1
Cc1cccc(-c2noc(-c3ccccc3C(=O)NCC3CCCO3)n2)c1 (stereo unspecified)	20	34	-5
CCN(CC)CCCN1C(=O)C(=O)/C(=C(/O)c2cc(C)ccc2C)C1c1cccnc1 (stereo unspecified)	28	-2	-12
COc1ccc(-n2nnnc2SCC(=O)Nc2cccc(NC(C)=O)c2)cc1OC	-2	1	-21
Nn1c(SCc2ccccc2)nnc1-c1ccccn1	36	43*	2
CCCCC(=O)OCC(=O)Nc1ccc(OC(F)F)cc1	-5	-2	-4
COc1ccc(C(C)(C)C)cc1S(=O)(=O)N1CCN(C)CC1	2	-1	-5
CN=C(Nc1ccc(Cl)cc1)c1cccc(C(F)(F)F)c1	-9	23	5
COc1ccc(-c2cn3c(C)c(C(=O)Nc4cc(NC(C)=O)ccc4OC)sc3n2)cc1	-1	12	11
COc1cccc(C(=O)NN2C(=O)C3C4C=CC(O4)C3C2=O)c1 (stereo unspecified)	-2	-4	-7
COCCN(CC(=O)NCc1ccc(F)cc1)C(=O)CCC(=O)Nc1ccccn1	-5	11	5
O=C(c1ccc(CN2CCc3ccccc3C2)cc1)N1CCN(c2ccc(F)cc2)CC1	5	8	0
CCn1c(SCC(=O)OC2CCCCC2)nnc1-c1ccncc1	-1	6	-4
N#Cc1cc(-c2ccccc2)nnc1Sc1ccc(F)cc1	-1	4	6
O=C(CSC(=S)N1CCCCC1)Nc1nc(-c2ccccc2)c(-c2ccccc2)o1	3	-5	4
COC(=O)c1ccc(C2C(C(=O)Nc3ccccc3C)=C(C)Nc3ncnn32)cc1 (stereo unspecified)	-1	-16	4
Cn1c(/C(C#N)=C/C2CC=CCC2)nc2ccccc21 (stereo unspecified)	-25	1	10

# Additional records follow:
molecule	ARNT-TACC3 inh	esBAF inh	RAD54 inh
CC1CCN(c2nc3c(c(=O)n(C)c(=O)n3C)n2CCSc2nc3ccccc3s2)CC1	-11	-5	1
CCC(=O)Nc1cccc(-c2ccc(N3CCN(C)CC3)nn2)c1	-2	41*	17
CCOC(=O)N1CCN(C(=O)C2CC(=O)N(Cc3ccc(OC)cc3)C2)CC1 (stereo unspecified)	-5	2	-4
CC(=O)Nc1ccc(NC(=O)CSc2ncnn2-c2ccccc2)cc1	-4	-6	-3
Cc1cc(-c2ccccc2)c(C#N)c(SCC(N)=O)n1	-6	-4	2
CCOC(=O)c1sc2cccc(Cl)c2c1N	7	2	-11
CCOc1ccc(N2CC(O)Cn3c2nc2c3c(=O)n(CCCc3ccccc3)c(=O)n2C)cc1 (stereo unspecified)	0	2	-3
CC(=O)N1CCc2cc(S(=O)(=O)CCC(=O)Nc3ccc4c(c3)OCCO4)ccc21	-2	5	-4
O=C(/C=C/c1ccccc1)N1CCN(c2cccc(Cl)n2)CC1	-3	3	-7
COC(=O)c1cc(Br)c(=O)n(Cc2ccc(C(=O)O)cc2)c1	-3	-4	-9
CCN(CCCNC(=O)C1CCN(S(=O)(=O)N2CCC3(CC2)OCCO3)CC1)c1ccccc1	-4	4	-6
Cc1cc2nnc(SCc3ccccc3)n2c(N)n1	-11	13	-3
Cc1cc(Cl)ccc1Oc1ncnc2oc(-c3ccccc3)cc12	-7	0	3
COc1ccccc1N1CCN(Cc2cc(=O)n3ccsc3n2)CC1	2	-9	-8
CC(C)c1nc(SCC(=O)NCc2ccccc2)n[nH]1	-6	6	-6
CC(=O)Nc1ccc(S(=O)(=O)Nc2nccc(C3Cc4ccccc4C(=O)O3)n2)cc1 (stereo unspecified)	2	-4	2
COCCNC(=O)CN(C)S(=O)(=O)c1ccc2c(c1)OCCO2	-18	-3	-6
O/N=C1/CCCCC1c1ccccn1 (stereo unspecified)	10	9	1
CCn1cc(C(=O)N2CCc3ccccc32)c(=O)c2cc(S(=O)(=O)N3CCOCC3)ccc21	-5	-3	-4
CNC(=O)COC(=O)c1cccnc1SC	-1	-7	-12
CCn1c2ccc(CC(=O)O)cc2c2cc(CC(=O)O)ccc21	-2	-1	-4
Cc1ccc(S(=O)(=O)n2nc(-c3ccco3)nc2SCc2ccccc2)cc1	-1	48*	-7

# This is a subset; the hit share may differ from the screen's.
